# High-throughput results deposited in PubChem BioAssay by National Center for Advancing Translational Sciences (NCATS).
# BCR signal inh = inhibitors of chronic active B-cell receptor signaling | ABC-DLBCL IkBa-CBG/CBR reporter, luminescence ratio, 4 h | Potency, µM (top dose mostly 46.1 µM), for inactives: top-dose ratio change, negative = lower green/red ratio, most hits filed as inhibitors | actives 0.05% (n = 340,000) | AID 493014; active = well fitted inhibition curve with a large enough effect in the signal ratio, with a control signal flat, not every such curve was filed as active; inconclusive = small, poorly fitted or top-dose-only effect, or effect the other way, or a change in a side signal; the % refers to the signal ratio;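 also: potency is read from the fitted curve at half-maximal effect; plate controls were basal doxycycline-induced cells for no effect and cells given 10 µM MG132 for full effect; MG132 reads +100%, hits lower the ratio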
#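 Compounds up to 46 uM were incubated four hours with TMD8 cells whose green CBG68 luciferase is fused to IkappaBalpha; red CBR luminescence normalised the signal, and concentration-effect curves were fitted to fusion, red and ratio data.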
# Mito fusion act = mitochondrial division inhibition or fusion activation; S. cerevisiae fusion-defective mutant growth rescue, CellTiterGlo 48 h; Potency, µM (series often up to 46.1 µM), for the others: at the highest dose growth rescue (activation), most hits filed as activators; actives 0.23% (n = 320,000);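 also: potency is read from the fitted curve at half-maximal effect; % of control where 0% means no effect; nearly all actives have a fitted effect of over 45% in size; temperature-sensitive fusion mutants such as fzo1-1 at 37 °C on non-fermentable ethanol glycerol medium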
#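 Read-out: ATP-based luminescence (CellTiterGlo, 10 min ambient) reporting growth of fusion-defective ts yeast after 48 hours at 37C on glycerol/ethanol YPEG medium in the presence of compound.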
# AT treatment = potential ataxia-telangiectasia treatment. Potency, µM (top dose mostly 57.5 µM), without a hit: top-dose activation, usual class: activators. […] A-T fibroblasts, KAP-1 phosphorylation AlphaLISA; neocarzinostatin DNA damage 30 min before lysis. actives 0.19% (n = 320,000). AID 485349; also: potency is read from the fitted curve at half-maximal effect; % of control where 0% means no effect; nearly all actives have a fitted effect of over 45% in size
#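 ATM-like activity read as KAP-1 phosphorylation via AlphaLISA donor/acceptor antibody pairs after lysis and 6 hr at 25C. Cells were ATM-null patient fibroblasts ([…], hTERT), dosed 60 min, then exposed to the DSB inducer NCS for 30 min.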
# ASM inhibitor = blocks human secretory acid sphingomyelinase | actives 0.006% (n = 340,000) | Potency, µM (titrated, usually from 57.5 µM), inactives show at the highest dose activity change, negative = inhibition, most hits filed as inhibitors | P17405 | placental ASM, HMU-PC fluorogenic substrate, 60 min; also: potency is read from the fitted curve at half-maximal effect
# Target sequence (P17405 47-631 limits assumed): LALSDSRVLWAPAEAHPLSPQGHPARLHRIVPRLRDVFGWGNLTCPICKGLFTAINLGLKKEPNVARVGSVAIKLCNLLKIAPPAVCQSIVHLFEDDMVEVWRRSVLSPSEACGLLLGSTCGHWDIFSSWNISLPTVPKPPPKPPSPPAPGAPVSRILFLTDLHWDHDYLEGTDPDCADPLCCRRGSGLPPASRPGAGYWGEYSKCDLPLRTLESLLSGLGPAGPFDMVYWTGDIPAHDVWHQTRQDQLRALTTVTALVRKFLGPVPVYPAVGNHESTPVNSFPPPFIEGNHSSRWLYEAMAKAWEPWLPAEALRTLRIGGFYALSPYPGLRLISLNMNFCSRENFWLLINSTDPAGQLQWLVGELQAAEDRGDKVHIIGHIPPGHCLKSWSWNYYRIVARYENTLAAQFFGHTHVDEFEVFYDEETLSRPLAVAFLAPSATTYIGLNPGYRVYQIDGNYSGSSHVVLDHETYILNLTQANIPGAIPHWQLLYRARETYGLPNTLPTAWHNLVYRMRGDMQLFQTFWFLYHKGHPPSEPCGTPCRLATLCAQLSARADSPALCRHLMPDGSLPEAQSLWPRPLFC
#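 Human placenta-derived ASM preincubated with compound 10 min at room temperature, then reacted with 9 uM (final) fluorogenic HMU-PC substrate for 60 min at 37 C. Stop solution raises pH to 10; fluorescence read at Ex 386/Em 447 nm.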
# ELG1 DNA repair = inhibitors of ELG1-dependent DNA repair in HEK293T cells; HEK293T ELG1-luciferase reporter, luminescence, 16 h; DNA damage induced by 5-fluorouridine; Potency, µM (series often up to 46.1 µM), inactives show top-dose activity change, negative = inhibition, most hits filed as inhibitors; actives 2.3% (n = 330,000); also: potency is read from the fitted curve at half-maximal effect; % is scaled to controls: 0 for no effect and ±100 for the full control effect; nearly all actives have a fitted effect of over 55% in size
#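 5-Fluorouridine DNA damage + compound/DMSO, 2,000 cells/well, 16 h, 37 °C/5% CO2. ONE-Glo, 30 min RT, luminescence. Readout = decrease in reporter signal.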
# TSHR antagonist = antagonists of human thyroid stimulating hormone receptor | P16473 | TSHR-expressing cells, TSH-stimulated cAMP HTRF, 2 h; hits give low values | activity change, negative = inhibition, % at 11.5 µM | actives 0.2% (n = 330,000);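 active = activity change below a set negative limit, meaning inhibition stronger than a set level, cut at about -70% in these data; inconclusive = activity change between two set negative limits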; also: % is scaled to controls: 0 for no effect and ±100 for the full control effect
#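 Read-out is FRET at 665 nm (cryptate excitation 337 nm) from a cryptate-tagged anti-cAMP antibody, competed by cell cAMP against cAMP-d2. Compounds are tested on freshly harvested TSHR cells challenged with 4nM TSH (EC80) for 2 hours at 37 deg C.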
# Tb PFK inh = blocks T. brucei phosphofructokinase; O15648; T. brucei PFK, ADP-Glo luminescence; Potency, µM (doses to about 57.5 µM), for inactives: at the highest dose activity, negative = inhibition, actives largely listed as inhibitors; actives 0.17% (n = 330,000); AID 485367;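 also: potency is read from the fitted curve at half-maximal effect; 0% = uninhibited 1x PFK enzyme wells and -100% = no-enzyme wells; nearly all actives have a fitted effect of over 60% in size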
#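 PFK 1.25 nM, F6P 0.5 mM, ATP 0.1 mM, 0.1 M TEA pH 8.0, 5 mM MgCl2, 0.01% Tween20, 0.1% BSA; 45 min RT. ADP-Glo readout. qHTS titration up to 57 uM; curves fitted, compounds curve-classed.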
# a7 integrin act = integrin-mediated muscular dystrophy alleviation activation. alpha7betagal myoblasts, beta-gal FDG fluorescence, 48 h. Potency, µM (titrated, usually from 38.3 µM), for inactives: at the highest dose activation, usual class: activators. actives 0.064% (n = 350,000);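 also: potency is read from the fitted curve at half-maximal effect; 100% = response of the positive control SU9516; nearly all actives have a fitted effect of over 60% in size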
#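 alpha7betagal+/- myoblasts (passage 13, 250/well) treated 48 h at 37C with compounds at 1:260 dilution of DMSO stock. Lysed, then beta-galactosidase activity read as FDG fluorescence (ex 480/em 540) after 30 min, with pre-read for autofluorescence.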
# Eya2 inh = Eya2 (human) phosphatase inhibition. recombinant Eya2, OMFP fluorescence dephosphorylation (OMFP is methylfluorescein phosphate). Potency, µM (highest dose often 76.9 µM), inactives show at the highest dose activity, negative = inhibition, actives largely listed as inhibitors. actives 0.006% (n = 330,000). AID 488837; also: potency is read from the fitted curve at half-maximal effect; % is scaled to controls: 0 for no effect and ±100 for the full control effect
#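 Eya2 (0.2 uM) preincubated 10 min at ambient with compound, then OMFP substrate added at 50 uM; 10 min reaction in 50 mM HEPES pH 7.5, 50 mM NaCl, 5 uM MgCl2, 0.05% BSA, 1 mM DTT. Fluorescence read at Ex 485/Em 525 nm.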
# TCR act = activates T cell receptor signaling | Potency, µM (highest dose often 9.22 µM), without a hit: at the top dose activation of IL-2 secretion, actives largely listed as activators | 330,000 tested, under 10 active | AID 504894 | primary human leukocytes, anti-CD3, IL-2 HTRF, 48 h; also: % of control where 0% means no effect
#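 TCR engagement came from a-CD3 beads alone, with compounds added to primary human leukocytes for 48 hr. Secreted IL-2 bridged europium cryptate- and d2-labelled anti-IL-2 antibodies, giving FRET emission at 665nm after 320nm excitation.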
# TSG101-PTAP inh = blocks PTAP/TSG101 interaction to inhibit HIV-1 budding | Fluorescence polarization, FITC-PTAP peptide / Tsg101 binding | Potency, µM (titrated, usually from 115 µM), inactives show at the top dose activity change, negative = inhibition, hits mostly inhibitors | AID 493005 | 340,000 tested, under 10 active | Q99816; active = well fitted inhibition curve with a large enough effect in the main read-out, with a control signal flat, not every such curve was filed as active; inconclusive = small, poorly fitted or top-dose-only effect, or effect the other way, or a change in a side signal; inactive = no such curve, though single readings can be large or run the other way; also: potency is read from the fitted curve at half-maximal effect; % of control where 0% means no effect
# Target sequence (Q99816 whole entry, looked up): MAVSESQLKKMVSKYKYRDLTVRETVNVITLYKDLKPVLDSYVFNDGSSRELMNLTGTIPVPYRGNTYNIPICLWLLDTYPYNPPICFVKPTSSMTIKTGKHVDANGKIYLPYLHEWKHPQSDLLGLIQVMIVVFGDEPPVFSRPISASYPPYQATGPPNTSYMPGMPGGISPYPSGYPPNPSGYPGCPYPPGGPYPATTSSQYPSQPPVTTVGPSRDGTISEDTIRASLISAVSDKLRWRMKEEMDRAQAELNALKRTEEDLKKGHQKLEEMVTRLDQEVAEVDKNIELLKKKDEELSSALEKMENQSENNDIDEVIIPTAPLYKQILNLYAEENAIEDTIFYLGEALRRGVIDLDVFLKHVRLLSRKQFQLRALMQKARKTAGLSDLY
#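 FP read-out: FITC-PTAP peptide, 50 nM final, binding Tsg101 binding domain, 10 uM final; 20 min, r.t.; 10 mM HEPES pH 7.5, 0.15 M NaCl, 0.01% Tween 20, 3 mM EDTA, 0.1 mM TCEP.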
# * hit, by the source's call; ? = inconclusive; . = not tested or not shown; [ ] = dose if it differs, or a comment. Unless noted, calls follow the shape of the dose curve; as a rule, active = well fitted curve in the direction sought with a large enough effect; inconclusive = small, poorly fitted or top-dose-only effect, or another doubt; inactive = no such curve, though single readings can be large; an effect the other way counts as inactive or inconclusive.
SMILES,BCR signal inh,Mito fusion act,AT treatment,ASM inhibitor,ELG1 DNA repair,TSHR antagonist,Tb PFK inh,a7 integrin act,Eya2 inh,TCR act,TSG101-PTAP inh
Cc1cc(NC(c2cccnc2)c2c(C)[nH]c3ccccc23)no1 (centres undefined),-0.7%,4.6%,9.8%,5.9%,-8.3%,6.7,-2.4%,-25.1%,2.7%,3.3%,-2.4%
COc1cc(/C=C/C(=O)N2CCC=CC2=O)cc(OC)c1OC,?,-10.8%,30.1%,4.3%,?,4.3,0.0%,.,-0.3%,-14.7%,0.1%
COc1cc(OC)cc(C(=O)NC(=S)N2CCCCC2c2cccnc2)c1 (centres undefined),?,15.1%,-17.4%,-2.8%,-23.6%,33.1,-18.2%,-7.0%,-11.7%,-4.5%,-0.3%
CN1CCc2c(sc(NC(=O)C3CCCN3S(=O)(=O)c3ccc(Cl)s3)c2C(N)=O)C1 (centres undefined),3.3%,0.6%,24.0%,90.8%[activator],-27.7%,-0.8,11.2%,-1.0%,-11.9%,-1.0%,-2.6%
COc1ccc(NC(=O)Cn2c(CCC(=O)O)ccc2-c2ccccc2)cc1,?,2.2%,2.6%,14.1%,6.8%,-2.2,1.2%,23.8%,0.2%,9.1%,-0.6%
CC(=O)c1ccc(OCC(=O)OCC(=O)NCc2ccco2)cc1,-0.1%,-3.6%,-5.8%,2.5%,9.9%,-14.8,-1.7%,-24.9%,12.7%,-2.3%,-0.8%
Cn1c2c(c(=O)n(C)c1=O)CN(CCc1ccccc1)CN2,4.6%,-2.1%,2.3%,7.5%,?,-4.0,-5.0%,13.0%,-24.4%,-8.4%,-4.8%
Cc1cccc(-n2c(N)cc(=O)[nH]c2=S)c1C,3.1%,-4.7%,-6.5%,1.2%,11.3%,7.8,20.0%,10.5%,1.9%,-6.3%,-5.0%
O=C(Nc1ccc(OC(F)(F)F)cc1)C1CCCCN1S(=O)(=O)c1ccccc1 (centres undefined),9.0%,?,-4.8%,-9.2%,19.2%,-21.0,0.0%,-4.8%,-15.6%,-1.2%,-5.2%
CC(C)Oc1ccc(C(=O)Nc2ccc(N(C)C)cc2)cc1,-0.6%,-2.9%,5.8%,-0.5%,?,-1.8,-4.8%,9.5%,-2.8%,.,-13.8%
COc1cccc(OC)c1C(=O)Nc1cccc(-c2nc3ccccc3[nH]2)c1,?,3.0%,-2.1%,-1.8%,-19.1%,0.7,1.9%,-7.9%,-1.0%,-0.6%,-0.8%
COc1ccccc1OCc1nc(C#N)c(NCCCn2ccnc2)o1,-26.2%,-4.2%,-6.6%,-1.4%,3.7%,-3.4,0.9%,19.0%,-7.7%,5.6%,-2.9%
CCOC(=O)C1CCCNC1=O (centres undefined),-4.9%,-1.0%,6.0%,3.8%,18.8%,9.5,-3.7%,13.7%,1.0%,1.1%,0.6%
CCn1nnnc1SCC(=O)N1CCN(Cc2ccc3c(c2)OCCO3)CC1,0.8%,-4.2%,-0.3%,8.0%,-2.1%,1.0,-3.5%,14.8%,-15.1%,0.4%,-4.1%
COc1cc(OC)cc(C(=O)Nc2ccc(C(=O)c3ccncc3)cc2)c1,?,-1.7%,1.6%,-4.6%,-11.1%,15.5,-11.3%,?,-9.2%,-2.4%,1.4%
Cc1cccc(C(=O)Oc2ccccc2/C=N/NC(=O)c2ccc(NC(=O)C(C)(C)C)cc2)c1,-0.4%,-0.6%,7.6%,-14.1%,?,-2.8,-1.8%,0.1%,1.2%,3.5%,-4.3%
Cc1ccc(C(=O)NCC(=O)OCC(=O)c2ccc(Br)s2)cc1,16.3%,-3.0%,0.4%,5.5%,14.1%,4.7,-2.5%,18.0%,8.6%,-2.5%,-3.4%
CCc1cc(OCCCCNCc2ccccc2)ccc1Cl,-2.5%,-17.9%,-1.2%,-0.8%,-1.6%,-0.3,-7.6%,-50.8%[inhibitor],-9.6%,8.3%[46.1 µM],-3.9%
C/C(=N\NC(=O)c1cccc2ccccc12)c1ccccn1,?,-18.3%,3.8%,-1.7%,?,11.0,-5.6%,-53.8%[inhibitor],-20.7%,11.6%,-6.1%
Cc1ccc(N2C(N)=C(C#N)C(c3cc(CN4CCOCC4)cs3)C3=C2CC(C)(C)CC3=O)cc1 (centres undefined),-23.6%,-3.2%,-2.0%,3.2%,11.2%,-5.8,-2.4%,20.4%,0.2%,-1.5%,1.0%
O=C(NCC1CC1)c1ccc2c(c1)S(=O)(=O)c1cc(Cl)ccc1C2=O,-8.9%,8.0%,-18.2%,-8.5%,9.7%,81.3,-0.7%,-0.1%,17.5%,-0.2%,1.9%
O=C(CN1C(=O)NC2(CCCCCC2)C1=O)NC1CCCCCCC1,-1.3%,-5.9%,3.5%,-1.2%,6.3%,-6.9,-3.3%,1.0%,2.2%,-15.9%,-0.9%
Fc1ccc(-n2c(-c3ccc4ccccc4n3)n[nH]c2=S)cc1,-21.7%,-0.4%,4.2%,-3.0%,7.8%,-12.5,-1.3%,-24.6%,3.4%,1.8%,-2.8%
O=C(CCCN1C(=O)c2ccccc2C1=O)NCCC1=CCCCC1,2.4%,21.8%,3.6%,3.6%,10.6%,-5.4,-1.2%,10.2%,17.0%,8.6%,0.6%
O=C(NNC1=Nc2ccccc2SC1)c1ccccc1F,?,5.8%,-0.4%,0.8%,5.8µM*,-3.5,-5.0%,0.0%,3.1%,-31.6%,-1.0%
O=C(N=C1SC2CS(=O)(=O)CC2N1Cc1ccc(F)cc1)C1CC1 (centres undefined),0.6%,-0.7%,2.8%,0.0%,2.1%,26.1,-0.9%,0.0%,-1.0%,-1.8%,-2.5%
CC1(C)CC[C@]2(C(=O)O)CC[C@]3(C)C(=CC[C@@H]4[C@@]5(C)CC[C@H](O)C(C)(C)[C@@H]5CC[C@]43C)[C@@H]2C1,7.6%,-6.1%,29.0%,-0.6%,?,1.2,-5.5%,.,-26.6%,6.9%,-1.0%
Cc1ccccc1N1CCN(CC(=O)Nc2nccs2)CC1,-3.7%,-2.9%,5.6%,-0.2%,-9.7%,-7.6,3.1%,-22.3%,-1.3%,.,-0.3%
O=C(O)c1ccc(Cl)c(S(=O)(=O)Nc2ccc(S(=O)(=O)N3CCCC3)cc2)c1,-0.6%,.,-3.7%,1.9%,10.1%,.,7.9%,-21.6%,14.4%,4.5%,-7.2%
Cc1c(Cl)c([N+](=O)[O-])nn1CC(=O)N1CCCC1,-0.6%,.,1.7%,4.5%,1.0%,19.3,0.3%,12.0%,-1.4%,-1.2%[46.1 µM],-4.0%
Cc1cc(C)nc(SCC(=O)c2ccc([N+](=O)[O-])cc2)n1,-0.3%,4.0%,11.0%,-2.7%,14.8%,0.8,-9.6%,0.0%,0.7%,-0.3%,-3.2%
CC(=O)Nc1cccc2c1C(=O)N(c1ccccc1OC(C)=O)C2=O,7.3%,10.5%,3.7%,1.3%,-6.8%,-25.7,3.8%,-8.2%,-6.8%,-3.8%,-0.8%
CN(C)S(=O)(=O)c1ccc(C(=O)Nc2nnc(SCc3cccc4ccccc34)s2)cc1,-0.1%,-4.4%,4.1%,1.4%,13.6%,-14.6,3.0%,26.9%,4.9%,7.7%[46.1 µM],-0.2%
O=C(c1ccccc1Cl)N(Cc1ccccc1F)N1C(=O)CCCC1=O,0.2%,1.2%,-2.4%,1.3%,-4.3%,-6.3,0.8%,4.0%,-13.4%,-2.7%,-0.9%
CCc1nnc(NC(=O)CSc2nc(-c3ccccc3)cc(-c3ccc(OC)cc3)c2C#N)s1,4.0%,1.8%,5.2%,1.9%,14.5%,5.3,-2.3%,-17.5%,3.4%,8.3%[46.1 µM],0.9%
COc1ccc(NC(=O)c2ccc(Br)o2)cc1,-0.4%,4.5%,.,5.2%,?,-3.3,-3.0%,-14.9%,-4.9%,0.4%,.
Cc1cccc(C)c1NC(=O)C(C)N1CCCCC1 (centres undefined),-6.6%,-0.1%,3.3%,4.5%,2.6%,6.6,-2.0%,-2.2%,9.5%,-0.2%,-4.8%
